# Screening results from PubChem.
# TRPC4 inh = blocks the mouse TRPC4 cation channel. actives 0.39% (n = 300,000). AID 2247. B-score at 10 µM. HEK293 TRPC4beta/mu-opioid, DAMGO-evoked Fluo4 calcium flux; active compounds read low. Q9QUQ5;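 active means B-score over 3 SD under the library average, no early fluorescence shift, positive overall ratio signal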
#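 material = TRPC4beta/mu-opioid receptor HEK293 cell line | probe or stimulus = sequential submaximal and maximal DAMGO stimulation | compound dosing = one concentration per compound | measured by = Fluo4 Ca2+ flux fluorescence | evaluation = integrated fluorescence ratio relative to baseline, converted to per-well B score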
# RGS4 block = human RGS4 inhibition. P49798. HEK293 M3R/RGS4 inducible, Fluo-4 calcium flux; active compounds read high; triggered by carbachol at its EC20. B-score at 10 µM. actives 0.45% (n = 310,000);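 active means B-score, a plate-corrected calcium signal, over three deviations above library mean, with baseline fluorescence within five deviations of library mean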;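 further: RGS4 expression induced by doxycycline in cells with stable M3 receptor; B-score is computed from the integrated fluorescence ratio over baseline after carbachol; higher B-score means a larger calcium signal and so more RGS4 inhibition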
# Target sequence (P49798 whole entry, looked up): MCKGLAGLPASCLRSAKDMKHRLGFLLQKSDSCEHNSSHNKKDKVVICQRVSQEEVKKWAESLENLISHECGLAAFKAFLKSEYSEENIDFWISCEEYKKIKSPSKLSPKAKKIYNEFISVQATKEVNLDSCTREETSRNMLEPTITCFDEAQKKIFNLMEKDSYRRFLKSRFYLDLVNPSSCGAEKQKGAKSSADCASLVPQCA
# RGS4 pot = potentiators or activators of RGS4 | HEK293 M3R/inducible RGS4, carbachol calcium flux Fluo4; active compounds read low | B-score at 10 µM | actives 0.92% (n = 310,000);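 active means B-score of the integrated calcium signal more than 4 SD below the library mean, with starting fluorescence not abnormally high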;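 further: negative B-score means reduced calcium response which marks RGS4 activation or potentiation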
#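 System: HEK293 FlpIn-TREx cells, stable M3R, doxycycline-inducible RGS4. Timing: overnight RGS4 induction, 30 min dye load 37 °C, 20 min compound RT. Also added: carbachol, ECmax concentration. Measured by: Fluo4 fluorescence kinetic imaging of calcium. Evaluation: integrated calcium ratio converted to B score.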
# TRPC6 inhibitor = mouse TRPC6 channel inhibition; B-score at 10 µM; actives 1.1% (n = 310,000); Q61143; AID 2553; HEK293-TRPC6, membrane potential dye, ACh-evoked depolarization; active compounds read low;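 active means B-score under library mean minus 3 SD, initial fluorescence not abnormally high, positive integrated signal ratio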;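 further: B-score derived from integrated fluorescence ratio over the kinetic read; more negative B-score means stronger inhibition of depolarization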
# MrgX1 antag = human MrgX1 receptor antagonism, primary screen; MRGX1-HEK293 calcium flux, Fluo-4, BAM8-22 antagonism; active compounds read low; B-score at 10 µM; Q96LB2; actives 1.3% (n = 310,000);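 active means calcium-response B-score plate-corrected more than 3 library SD below zero, starting fluorescence within 5 deviations, no agonist response on first addition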;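 further: peak minus trough fluorescence over baseline after final BAM8-22 challenge near maximal dose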
# Target sequence (Q96LB2 whole entry, looked up): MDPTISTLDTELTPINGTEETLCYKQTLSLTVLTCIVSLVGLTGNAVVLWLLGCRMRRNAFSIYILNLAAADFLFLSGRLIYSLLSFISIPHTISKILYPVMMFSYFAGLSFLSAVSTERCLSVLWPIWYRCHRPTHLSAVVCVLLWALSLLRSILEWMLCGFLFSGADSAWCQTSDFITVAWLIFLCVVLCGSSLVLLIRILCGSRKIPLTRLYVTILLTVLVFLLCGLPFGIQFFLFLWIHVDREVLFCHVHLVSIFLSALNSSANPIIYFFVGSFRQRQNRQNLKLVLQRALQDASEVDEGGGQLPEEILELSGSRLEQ
# MrgX1 agonist = activates human MrgX1 receptor signaling; MrgX1-HEK293 cells, Fluo-4 calcium fluorescence, agonist mode; active compounds read high; actives 0.44% (n = 310,000); B-score at 10 µM; AID 588627; Q96LB2;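 active means calcium response B-score plate-corrected fluorescence ratio at least 3 library SD, with starting fluorescence B-score inside 5 SD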
#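 Assay system: MrgX1-expressing HEK293 cells / Amount: fifteen thousand cells per well / Doses: test compound in the initial addition of three / Timing: cells plated overnight, dye loaded 0.5 h 37 °C, 0.5 h room temperature / Technique: kinetic calcium dye fluorescence, Fluo-4 NW / Control set: positive and negative controls per plate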
# HIF activator = HIF pathway transcriptional activation. U2OS HRE-luciferase reporter, luminescence; normalized: DMSO 0%, desferrioxamine 100%. activation, % at 7.5 µM (by protocol). actives 0.32% (n = 300,000);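 active means mean activation of at least 10% of the iron chelator positive control signal, with at least half of replicates also reaching 10%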
# TRPC6 activator = mouse TRPC6 channel activation. Q61143. HEK293-TRPC6 membrane potential dye fluorescence; active compounds read high. B-score at 10 µM. AID 2550. actives 0.13% (n = 310,000);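 active means B-score of the integrated fluorescence ratio above library mean plus 3 SD, and starting fluorescence ratio within library mean plus 5 SD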;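 further: higher score means more depolarization so channel activation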
# Platelet DG rel = modulates dense granule release in human platelets; human platelet-rich plasma, SFLLRN dense granule ATP release, luminescence; inhibition, %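 (compounds screened at 7.5 µM in platelet-rich plasma)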; actives 0.22% (n = 300,000);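 active means mean replicate score, as percent of positive control, at or above 50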
# MrgX1 PAM = allosterically activates human MrgX1 receptor signaling; MrgX1-HEK293, Fluo-4 calcium flux, FDSS; active compounds read high; B-score at 10 µM; actives 0.63% (n = 310,000);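 active means plate-corrected calcium response at least 3 library SD above typical, normal starting fluorescence, not activating the receptor alone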;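 further: compound read alongside a low EC10 to EC30 dose of BAM8-22 agonist; peak minus trough fluorescence over baseline measured at the second addition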
# SKKanGAS inh = blocks kanamycin growth of S. pyogenes SKKanGAS strain; BacTiter-Glo, 6 h; inhibition, % at 7.5 µM; actives 1.3% (n = 300,000);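 active means mean replicate score, as percent of positive control median, at least 50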;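 further: strain carries kanamycin resistance gene driven by streptokinase promoter and grows in 40 µg/ml kanamycin; loss of luminescence reflects streptokinase promoter inhibition or plain growth inhibition; 0% = median of DMSO wells and 100% = positive control at its reference dose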
# Numbers without * were called inactive; i = inactive; nt = no result given. This is a random part of the collection. Share with any hit: about 6.1%.
nr	canonical_smiles	TRPC6 inhibitor	TRPC4 inh	SKKanGAS inh	MrgX1 agonist	HIF activator	TRPC6 activator	RGS4 pot	RGS4 block	Platelet DG rel	MrgX1 PAM	MrgX1 antag
1	CC(NC(=O)C12CC3CC(CC(C3)C1)C2)C(=O)NCCN(C)C (configuration not stated)	i	i	2.1	i	-0.2	i	i	i	10.6	i	i
2	COC(=O)c1ccc(NC(=O)CCn2c(=O)oc3ccccc32)cc1	i	i	-7.1	i	-0.6	i	i	i	0.5	i	i
3	O=C1Nc2ccccc2C1c1ncc(C(F)(F)F)cc1Cl (configuration not stated)	i	i	-0.5	i	-18.3	i	i	i	-12.7	i	i
4	COc1ccc2cc3cc(C(=O)NCCc4ccc(OC)c(OC)c4)oc3nc2c1	i	i	13.6	i	-8.6	i	i	i	1.9	i	i
5	CC1CC(C)CN(S(=O)(=O)c2ccc(C(=O)Nc3sccc3C(N)=O)cc2)C1 (configuration not stated)	i	i	4.1	i	0.1	i	i	i	-6.3	i	i
6	CN(c1ccc(C(=O)NCc2ccncc2)cc1)S(=O)(=O)c1ccc(Cl)cc1	i	i	-1.3	i	0.0	i	i	i	-2.6	i	i
7	CCc1cc(=O)oc2c(C)c(OCC(=O)NCCCn3ccnc3)ccc12	i	i	-1.7	i	-0.3	i	i	i	3.0	i	i
8	O=C(NNC(=O)c1ccc(F)cc1)C(=O)N1CCCCC1	i	i	-0.7	i	0.4	i	i	i	0.5	i	i
9	CCn1cc(CN2CCC(n3nccc3NC(=O)c3ccccc3OC)CC2)cn1	i	i	9.2	i	-0.2	i	i	i	-5.3	i	i
10	O=C(c1cc2ccccc2o1)N1CCCC1	i	nt	1.5	i	0.4	i	i	i	-2.2	i	i
11	CCOc1ccc(CNC(=O)CCc2cn(C)c3ccccc23)cc1	i	i	-2.7	i	1.7	i	i	i	-2.3	i	i
12	CCOc1ccccc1CNC(=O)Cn1ccc2cc(S(=O)(=O)N3CCCC3)ccc21	i	i	-0.3	i	-0.6	i	i	i	7.5	i	i
13	Cc1ccc(S(=O)(=O)n2nc(OC(=O)C3CCCCC3)cc2N)cc1	i	i	2.3	i	-4.8	i	i	i	9.4	i	i
14	CC(C)(C)NC(=O)C(c1cccs1)N(Cc1cccs1)C(=O)c1ccc(CN2CCOCC2)o1 (configuration not stated)	i	i	-6.5	i	0.0	i	i	i	-1.0	i	i
15	O=S(=O)(/N=C(/Nc1ccccn1)c1ccc(Cl)cc1)c1ccc(Cl)cc1	i	i	7.1	i	1.3	i	i	i	7.0	i	i
16	O=C(CN1CCC(N2CCCCC2)CC1)N1CCCc2ccccc21	i	i	-3.4	i	-0.7	i	i	i	-2.6	i	i
17	CN(C)S(=O)(=O)c1ccc(S(=O)(=O)NCCN2CCOCC2)cc1	i	i	-0.2	i	1.0	i	i	i	-2.0	i	i
18	Cc1ccc(C(=O)NC2CCN(C(=O)N3CCOCC3)CC2)cc1	i	i	-2.0	i	0.3	i	i	i	-5.1	i	i
19	CC(C)n1cc(CN2CCC(C(=O)Nc3cccc(-c4cscn4)c3)CC2)cn1	i	i	-3.5	i	0.4	i	i	i	-1.8	i	i
20	Cc1ccc(Cl)cc1-n1c(=O)cc(N2CC(C)OC(C)C2)[nH]c1=O (configuration not stated)	i	i	-0.9	i	0.1	i	i	i	1.3	i	i
21	C/C(=N/NC(=O)CNC(=O)/C=C/c1ccco1)c1ccc(Cl)cc1	i	i	-3.0	i	-0.5	i	i	i	6.6	i	i
22	O=c1c(-c2ccc(F)cc2)coc2c3c(ccc12)OCCO3	i	i	0.2	i	3.0	i	i	i	-0.5	i	i
23	Cc1cccc(-n2c(SCc3cc(=O)n4ccsc4n3)nc3ccccc3c2=O)c1	i	i	0.7	i	-0.6	i	i	i	-4.4	i	i
24	COCCN(C(=O)CSc1nnc(-c2cccs2)n1N)c1c(N)n(Cc2ccccc2)c(=O)[nH]c1=O	i	i	27.2	i	0.0	i	i	i	1.9	i	i
25	CC(C)COc1cccc(-c2cc(C(=O)N/N=C/c3ccncc3)c3ccccc3n2)c1	i	i	nt	i	nt	i	-7.42*	i	nt	i	i
26	O=C(CN1CCN(S(=O)(=O)c2ccc(Br)cc2)CC1)Nc1ccc(F)cc1F	i	i	2.9	i	-0.3	i	i	i	12.1	i	i
27	CCN(Cc1ccccc1)C(=O)CCS(=O)(=O)c1ccc2c(c1)n(C)c(=O)c(=O)n2C	i	i	-3.2	i	-0.3	i	i	i	2.8	i	i
28	CCOC(=O)c1cccc(NC(=O)CCc2nnc3ccc(N4CCCCC4)nn23)c1	i	i	3.5	i	0.0	i	i	i	2.2	i	i
29	C=CCOc1cccc(C(=O)N2CCC(CCC(=O)NC3CC3)CC2)c1	i	i	1.9	i	-0.7	i	i	i	-1.2	i	i
30	CC(=O)[C@H]1[C@@H]2C(=O)N(c3cccc(Cl)c3)C(=O)[C@@H]2[C@H]2c3ccccc3C=CN21	i	i	nt	i	nt	i	i	i	nt	i	i
31	CCSc1nnc(NC(=O)c2ccccc2)s1	i	i	4.2	i	3.0	i	i	i	7.1	i	i
32	O=c1[nH]c2ccc(S(=O)(=O)N3CCCCC3)cc2o1	i	i	-0.1	i	-0.2	i	i	i	8.3	i	i
33	Cc1cccc(NC2=C(NC(=O)c3ccccc3)C(=O)c3ccccc3C2=O)c1	i	i	25.8	i	0.9	i	i	i	6.1	10*	i
34	Cn1cc([N+](=O)[O-])cc1-c1nc2ccccc2n1C	i	i	-5.7	i	-0.1	i	i	i	15.9	i	i
35	COC(=O)c1ccc(NC(=O)CSC2=NC(=O)C(c3ccccc3)C(=O)N2)cc1 (configuration not stated)	i	i	-1.4	i	-3.1	i	i	i	-1.1	i	i
36	Cc1sc(NC(=O)C(C)C)c(C(=O)Nc2ccccc2)c1C	i	i	2.4	i	-0.4	i	i	i	-4.4	i	i
37	CC12CCC(C(=O)NC3CCCCC3)([C@H](Br)C1=O)C2(C)C (some centres not stated)	i	i	-0.5	i	-0.6	i	i	i	-0.8	i	i
38	O=C(CSc1ccc(C(F)(F)F)cc1[N+](=O)[O-])Nc1ccc2ccccc2c1	i	i	-1.8	i	0.6	i	i	i	-7.3	i	i
39	Cc1cccc(N(Cc2ccccc2)C(=O)c2ccc(S(C)(=O)=O)cc2)c1	i	i	-16.4	i	-0.3	i	i	i	-7.6	i	i
40	C=CCN(CC=C)CCOc1ccccc1F	i	i	-4.5	i	-0.3	i	i	i	3.9	i	i
41	CCc1nn(CC(=O)N(C)C2CCCCC2)c(=O)c2cc3cc(C)ccc3n12	i	i	-2.7	i	-0.3	i	i	i	-5.0	i	i
42	O=C(O)c1cccc(Nc2ncnc3ccccc23)c1	i	i	-5.7	i	-0.2	i	i	i	3.2	i	i
43	N#CCn1c(C2CCCCC2)nc2ccccc2c1=O	i	i	1.9	i	-0.8	i	i	i	3.9	i	i
44	CCOC(=O)C1(Cc2cccc(Cl)c2)CCCN(C(=O)c2cc(C)on2)C1 (configuration not stated)	i	i	7.9	i	2.2	i	i	i	-1.2	i	i
45	CCOc1ccc(-c2csc(NC(=O)CSC3=NC(=O)CN3C(C)=O)n2)c2ccccc12	i	i	10.8	i	0.0	i	i	i	2.3	i	i
46	NC(=O)C1CCN(C(=O)NC2CC(=O)N(c3ccc4c(c3)OCCO4)C2)CC1 (configuration not stated)	i	i	4.7	i	0.8	i	i	i	-7.7	i	-6.95*
47	O=C(CN1CCN(Cc2ccc(F)cc2)CC1)Nc1ccccc1F	i	i	-4.4	i	-1.2	i	i	i	7.2	i	i
48	Cc1cc[n+](CC(=O)Nc2ccccc2)cc1	i	i	1.0	i	-18.9	i	i	i	-9.8	i	i
49	Cc1ccc(C)n1-c1nccc(-c2cccs2)n1	i	i	8.0	i	0.5	i	i	i	1.1	i	i
50	Cc1ccc(N(CC(=O)NCc2ccccc2)C(=O)CCC(=O)Nc2ccccn2)cc1	i	i	-2.0	i	0.3	i	i	i	2.9	i	i
51	O=C(CNS(=O)(=O)c1ccccc1)OCc1cccc([N+](=O)[O-])c1	i	i	-4.3	i	0.5	i	i	i	-8.7	i	i
52	COc1ccccc1C(=O)N1CCN=C1SCc1cccnc1	i	i	0.8	i	-0.3	i	i	i	nt	i	i
53	CC1CC(O)(Cc2ccccc2)C(C)CN1C (configuration not stated)	i	i	1.6	i	-0.4	i	i	i	-2.7	i	i
54	CC(=O)c1ccc(OCc2cc(C(=O)N(C)Cc3ccon3)no2)cc1	i	i	-2.3	i	0.2	i	i	i	0.3	i	i
55	COc1ccc(Cn2c(=O)[nH]c3cc(C(=O)NC4CCN(Cc5ccccc5)CC4)ccc32)cc1	i	i	-0.6	i	-0.1	i	i	i	-8.7	i	i
56	COc1ccc(N2CC(C(=O)N/N=C/c3ccc([N+](=O)[O-])cc3)CC2=O)cc1 (configuration not stated)	i	i	7.3	i	-0.1	i	i	i	-1.1	i	i
57	Cc1cccc[n+]1CC(=O)N1c2ccccc2Sc2ccccc21	-11*	i	-11.0	i	0.1	i	-14.1*	i	-3.9	i	i
58	COc1ccc(C(=O)CSc2nnnn2C)c(OC)c1	i	i	-2.5	i	0.2	i	i	i	-4.9	i	i
59	COc1ccccc1CNCC(c1ccccc1)c1ccccc1	i	-6*	-2.8	i	-0.1	i	i	i	-8.9	i	i
60	Oc1cccc2cnccc12	i	i	1.2	i	-0.4	i	i	i	-1.9	i	i

# Going on with the list.
nr	canonical_smiles	TRPC6 inhibitor	TRPC4 inh	SKKanGAS inh	MrgX1 agonist	HIF activator	TRPC6 activator	RGS4 pot	RGS4 block	Platelet DG rel	MrgX1 PAM	MrgX1 antag
61	Oc1ccc(C[C@H]2CNCCN2CCC23CC4CC(CC(C4)C2)C3)cc1	i	i	3.9	i	-0.5	i	i	i	-0.7	i	i
62	COc1ccccc1Nc1ccc([N+](=O)[O-])cn1	i	i	-3.2	i	0.3	i	i	i	0.8	i	i
63	CC1=NNC(=O)C1CCC(=O)N/N=C\c1cccc(Cl)c1 (configuration not stated)	i	i	4.3	i	-0.4	i	i	i	0.2	i	i
64	COc1ccc(Nc2nc(NCCO)nc(OC)n2)cc1	i	i	1.2	i	0.1	i	i	i	-2.4	i	i
65	CCCC(=O)Nc1ccc(C)c(O)c1	i	i	5.7	i	0.3	i	i	i	0.4	i	i
